# 15-hLO-2 inh: blocks human 15-lipoxygenase 2 activity | 0.56% of 110,000 active | O15296 | AID 881 | Potency, µM (doses to about 57.1 µM), for the others: at the highest dose activity change, negative = inhibition, hits mostly inhibitors | purified 15hLO-2, xylenol orange hydroperoxide absorbance; note: potency is the fitted concentration of half-maximal effect; nearly all actives have a fitted effect of over 60% in size; many of its hits are not listed in these tables
# Target sequence (O15296 whole entry, looked up): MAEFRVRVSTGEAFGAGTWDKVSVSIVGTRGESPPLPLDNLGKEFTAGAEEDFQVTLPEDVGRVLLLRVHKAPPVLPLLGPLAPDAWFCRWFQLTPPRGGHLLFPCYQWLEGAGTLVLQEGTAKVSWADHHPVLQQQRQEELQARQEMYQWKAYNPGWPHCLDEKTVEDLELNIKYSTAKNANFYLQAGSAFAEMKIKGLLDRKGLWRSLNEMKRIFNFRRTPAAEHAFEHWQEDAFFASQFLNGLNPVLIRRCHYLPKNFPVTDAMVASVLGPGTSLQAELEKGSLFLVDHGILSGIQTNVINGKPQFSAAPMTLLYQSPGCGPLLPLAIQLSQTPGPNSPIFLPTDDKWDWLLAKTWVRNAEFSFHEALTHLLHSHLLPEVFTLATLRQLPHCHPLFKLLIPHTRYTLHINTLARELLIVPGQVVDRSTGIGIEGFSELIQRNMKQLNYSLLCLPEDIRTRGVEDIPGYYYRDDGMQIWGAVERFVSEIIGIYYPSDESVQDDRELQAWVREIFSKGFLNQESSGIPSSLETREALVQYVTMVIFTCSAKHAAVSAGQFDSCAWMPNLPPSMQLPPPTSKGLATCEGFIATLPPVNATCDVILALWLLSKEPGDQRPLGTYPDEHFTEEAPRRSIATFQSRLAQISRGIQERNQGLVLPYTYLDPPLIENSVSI
#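 Read-out: hydroperoxide product oxidises ferrous iron, measured as xylenol orange complex via the 573-to-405 nm absorbance ratio after 30 min. Reaction: 50 nM enzyme, 15 min compound preincubation, 45 uM arachidonic acid, 90 min RT, Hepes pH 7.5 with Triton X-100.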
# PNC inhibitor: inhibitors of perinucleolar compartment assembly; PC3M PTB-GFP, PNC prevalence imaging, 16 h; hits give low values; 3.1% of 140,000 active; AID 2417; activity change (PNC), negative = inhibition, % at 10 µM;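 active = readout at or below -70, meaning at least 70% loss of cells showing the perinucleolar compartment, a nuclear body marking cancer cells; inconclusive = readout between -30 and a set limit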;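 note: plate controls were DMSO wells for no effect and camptothecin positive control wells for full effect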
#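 PC3M cells stably expressing PTB-GFP, 750–1000 cells/well, treated 16 h at 37 °C with compound (23 nl of library stock), in duplicate. After paraformaldehyde fixation and Hoechst stain, imaged at 20x; PNC prevalence scored by image analysis.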
# IMPase cell inh: membrane-permeable compound that blocks inositol monophosphatase; 120,000 tested, under 10 active; CHO-M1 cells, IP1 accumulation, HTRF TR-FRET ratio; inhibition (IP1 accumulation), % at 46.1 µM; P97697; AID 901; active = well fitted curve in the direction sought with a large enough effect in the signal ratio, not every such curve was filed as active; inconclusive = small, poorly fitted or top-dose-only effect, or a change in a side signal; inactive = no such curve, though single readings can be large or run the other way; the % refers to the signal ratio;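 note: cells stimulated with carbachol in lithium chloride buffer; plate controls were DMSO basal wells for no effect and reference inhibitor wells for full effect; higher means more IMPase inhibition seen as more IP1 and lower FRET ratio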
# Target sequence (P97697 whole entry, looked up): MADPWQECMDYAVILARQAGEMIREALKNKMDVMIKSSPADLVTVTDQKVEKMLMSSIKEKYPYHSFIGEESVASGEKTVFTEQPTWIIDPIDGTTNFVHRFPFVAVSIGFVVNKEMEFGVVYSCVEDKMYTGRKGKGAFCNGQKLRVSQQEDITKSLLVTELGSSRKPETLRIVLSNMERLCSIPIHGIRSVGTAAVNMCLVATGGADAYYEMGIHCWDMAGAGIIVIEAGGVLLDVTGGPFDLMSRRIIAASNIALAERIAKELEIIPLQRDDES
#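 CHO-M1 cells (CHO stably expressing M1 receptor), compound up to 46 uM final, stimulated with carbachol (50 uM as added) in buffer with 50mM LiCl, pH 7.4, 30 min at 37C. Cytosolic IP1 read by TR-FRET; AC50 from Hill fits.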
# 12-hLO inh: 12-hLO (ALOX12) enzyme inhibition. 0.12% of 150,000 active. purified 12-hLO, xylenol orange hydroperoxide absorbance. Potency, µM (top dose mostly 57.1 µM), for the others: at the top dose activity change, negative = inhibition, hits mostly inhibitors. P18054; note: potency is the fitted concentration of half-maximal effect; nearly all actives have a fitted effect of over 55% in size; many of its hits are not listed in these tables
#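 Hydroperoxide formation by human 12-lipoxygenase from 40 uM arachidonic acid was followed colorimetrically via ferric-xylenol orange complex, using the 573/405 nm absorbance ratio. Enzyme concentration was 150 nM, with 30 min reaction at room temperature.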
# Active calls of the source: *; ? = inconclusive; . = not tested or not shown; [ ] = remark or other dose. Unless noted, calls come from the whole dose curve; as a rule, active = well fitted curve in the direction sought with a large enough effect; inconclusive = small, poorly fitted or top-dose-only effect, or another doubt; inactive = no such curve, though single readings can be large; an effect the other way counts as inactive or inconclusive. Unless noted, % is set by controls: 0 for no effect and ±100 for the full control effect.
SMILES,15-hLO-2 inh,PNC inhibitor,IMPase cell inh,12-hLO inh
Cc1cc(C)c(NC(=O)C[C@H](CC(=O)O)c2cccc3ccccc23)c(C(=O)N2CCC3(CCCC3)CC2)c1,-14%,.,-1,-5%
N#Cc1nc(-c2ccco2)oc1NCCCn1ccnc1,12%,-15,0,4%
CCOC(=O)N1CCN(C(=O)CCN2C(=O)COc3ccccc32)CC1,6%,-24,2,-3%
CN1CCc2cc(NC(=O)Nc3cccnc3)ccc21,-3%,.,-2,2%
O=C(OCC(=O)N1CCN(C(=O)c2ccco2)CC1)c1cc(-c2ccco2)nc2ccccc12,13µM*,34,-15,-19%
COc1ccc(CC(=O)OCC(=O)c2ccc(OC)cc2)cc1,.,16,.,-6%
COc1ccccc1-c1noc(-c2cccs2)n1,.,55,6,10%
NC(=S)N/N=C\c1ccc(-c2cccc(Cl)c2Cl)o1,-29%,10,-2,?
CCc1c(C)nc2cc(-c3ccc(OC)c(OC)c3)nn2c1NCC1CC1,21%,?,24,-10%
COC(=O)c1ccc2c(=O)n(CCCN3CCOCC3)c(=S)[nH]c2c1,3%,-7,-15,1%
Cc1ccc(Oc2cc([N+](=O)[O-])cc3c2C(=O)Nc2ccccc2O3)cc1,.,-14,4,0%
O=C(O)c1n[nH]c2ccccc12,11%,-27,-3,5%
COc1ccc(/C=C(/C#N)C(=O)Nc2ccc(C)cc2C)cc1C(=O)O,-6%,28,2,2%
O=C(NCC1CCCO1)C1CCN(S(=O)(=O)c2cccc3cccnc23)CC1 (stereo not drawn),8%,-4,4,8%
CCOC(=O)Cc1c(C)nc2cc(-c3ccc(C)cc3)[nH]n2c1=O,5%,-7,4,1%
COc1cc(N/C=C(\C(C)=O)c2ccccc2)cc(OC)c1,15%[11.4 µM],?,18[1.84 µM],-3%
CCOC(=O)C(Sc1nn(C)c(=S)s1)C(C)=O (stereo not drawn),-1%,?,8,-17%
CCCn1nnc(NC(=O)c2cccc(OCC)c2)n1,-6%,?,-9,-4%
O=C1CC(N2CCC(c3nc4ccccc4s3)CC2)C(=O)N1 (stereo not drawn),6%[2.29 µM],?,0,3%
COc1cccc(C2C=C(c3ccc(Br)s3)Nc3ncnn32)c1OC (stereo not drawn),-13%,13,153[activator],-8%
Cc1ccc(S(=O)(=O)N2CCN(C(=O)/C=C/c3ccco3)CC2)cc1,.,-1,21,-5%
CSc1cccc(NC(=O)C2CCN(S(=O)(=O)c3ccc(F)cc3)CC2)c1,-3%,?,1,-9%
CCOC(=O)N1CCN(C(=O)Cn2ccc3ccccc3c2=O)CC1,-3%,?,-7,-4%
O=C(O)c1nc(N2CCCC2)ncc1Cl,14%,-15,5,-2%
CCCCNC(=O)C1CCN(S(=O)(=O)c2c(C)noc2/C=C\c2ccc(OC)cc2)CC1,-1%,32,0,5%
SMILES,15-hLO-2 inh,PNC inhibitor,IMPase cell inh,12-hLO inh
COc1ccc(Br)cc1CNc1ccc(O)cc1,-13%[2.29 µM],2,17,-19%
Cc1cc(C)n2nc(C(=O)Nc3nnc(C4CC4)s3)nc2n1,-4%,30,0,-7%
O=C(CCCn1c(=O)c2ccccc2n(Cc2ccccc2)c1=O)NCc1ccco1,-4%,-3,4,-13%
Cn1c(NC(=O)c2cc(Br)ccc2Cl)cc(=O)n(C)c1=O,6%,-23,7,4%
Cn1c(=O)[nH]c(=O)c2c1nc(CN1CCN(c3cccc(Cl)c3)CC1)n2CCc1ccccc1,-12%,?,11,5%
O=c1oc2c3c4c(cc2s1)CCCN4CCC3,?,8,8,-11%
O=C(O)CCc1nn2c3ccccc3nc2n(CCN2CCCCC2)c1=O,6%,-16,-4,3%
COc1ccc(CN2CCC(=O)NC2=O)cc1,3%,5,-25,1%
CCOC(=O)c1cccc(-c2ccc(C=O)o2)c1,.,-30,-21,-3%
S=c1[nH]nc(CCc2ccccc2)n1Cc1ccccc1,-17%,70,6,-16%
O=C(NC(=S)Nc1ccc(S(=O)(=O)N2CCCCC2)cc1)c1ccccc1,?,?,?,0%
O=C(Nc1ccccc1)N1CC2(CCN(C(=O)c3ccco3)CC2)C1,7%,.,.,1%
C/C(Nc1ccc(Cl)cc1)=C(/C#N)C(N)=O,7%,-29,-3,3%
CC(C)c1ccc(NC(=S)NC2CCN(Cc3ccccc3)CC2)cc1,.,80,-3,-15%
CC(C)(C)Nc1nc(Oc2ccc(=O)n(-c3ccccc3)n2)nc(N2CCOCC2)n1,9%,?,-8,-2%
S=C(N/N=C/c1ccccc1Cl)Nc1ccccc1,.,?,4,-1%
CCCNc1cc(C)oc(=O)c1C(=O)CCC,6%,-10,6,3%
Cc1ccc2c(c1)-c1c(ssc1=S)C(C)(C)N2C(=O)CSC1=NCCS1,?,?,28,-21%
COc1ccc(CCC2(C)NC(=O)NC2=O)cc1 (stereo not drawn),-4%,?,-3,1%
CC(C)CNC(=O)CN(C1CCCCC1)S(=O)(=O)c1ccccc1,-7%,37,3,2%
Cc1ccc(C(=O)N/N=C\c2ccc(Br)o2)o1,13%,78,-4,0%
Cc1coc2cc3oc(=O)c4c(c3cc12)CCCC4,-15%,28,16,-12%
OC(COCC1COc2ccccc2O1)CN1CCN(c2ccccc2F)CC1 (stereo not drawn),31%[activator],-22,-1,4%
COC(=O)C1(S(=O)(=O)c2cccc3nsnc23)CC1,.,?,-12,5%
CC(C)(C)c1ccc(O)c(CN(Cc2c(O)ccc3ccccc23)C2CCCCC2)c1,-5%[11.4 µM],.,.,-5%[11.4 µM]

# Some of the entries above, reformatted.
molecule | 15-hLO-2 inh | PNC inhibitor | IMPase cell inh | 12-hLO inh
Cc1ccc2c(c1)-c1c(ssc1=S)C(C)(C)N2C(=O)CSC1=NCCS1 | ? | ? | 28 | -21%
Cc1coc2cc3oc(=O)c4c(c3cc12)CCCC4 | -15% | 28 | 16 | -12%
OC(COCC1COc2ccccc2O1)CN1CCN(c2ccccc2F)CC1 (stereo not drawn) | 31%[activator] | -22 | -1 | 4%
Cn1c(NC(=O)c2cc(Br)ccc2Cl)cc(=O)n(C)c1=O | 6% | -23 | 7 | 4%
CC(C)(C)c1ccc(O)c(CN(Cc2c(O)ccc3ccccc23)C2CCCCC2)c1 | -5%[11.4 µM] | . | . | -5%[11.4 µM]
O=C(NC(=S)Nc1ccc(S(=O)(=O)N2CCCCC2)cc1)c1ccccc1 | ? | ? | ? | 0%
O=c1oc2c3c4c(cc2s1)CCCN4CCC3 | ? | 8 | 8 | -11%

# (listing goes on)
SMILES,15-hLO-2 inh,PNC inhibitor,IMPase cell inh,12-hLO inh
CNC(=S)N/N=C1\C(=O)c2cccc3cccc1c23,24%,-11,7,5%
O=C(COC(=O)c1ccc(S(=O)(=O)NCc2ccco2)cc1)NC1CCCCCC1,6%,?,-1,-3%
CCCn1c(C)nc2c(c1=O)c1nc3ccccc3nc1n2CCC1=CCCCC1,?,-17,6,-10%
COC(=O)C(NC(=O)c1ccccc1)(Nc1nccs1)C(F)(F)F (stereo not drawn),-1%,19,5,-1%
CC(C)(C)c1ccc(OCc2nc(-c3ccccn3)no2)c(Br)c1,24%,-5,1,-7%
c1cnc(SCCOc2cccc3ccccc23)nc1,7%,33,5,-3%
COc1ccc(CN(C)C2CCCCC2)c(C)c1C,25%,-30,6,3%
Cc1cc(C(=O)Nc2sc3c(c2C#N)CCC3)no1,-19%,-85*,5,-7%
O=C1Nc2ccc(Br)cc2C1(O)Cc1ccncc1 (stereo not drawn),1%,-29,-9,3%
Cc1onc(-c2ccccc2)c1-c1ccc(S(N)(=O)=O)cc1,5%,.,.,-1%
CC(C)(C)NC(=O)c1ccc2nccnc2c1,-6%,1,-4,-2%
Cc1ccc(C)c(NC(=O)COC(=O)CCCN=C2NS(=O)(=O)c3ccccc32)c1,.,?,.,-1%
COCC(C)n1c(C)cc(C(=O)CN2C(=O)NC(Cc3c[nH]c4ccccc34)C2=O)c1C (stereo not drawn),0%,28,0,-1%
COCCn1c(=O)c(-c2ccc(Cl)cc2)nc2cncnc21,1%,.,.,-5%
COc1ccc(Cl)cc1Nc1nc(-c2sc(NC(=O)c3ccccc3)nc2C)cs1,14%,52,1,-1%
COc1cc(/C=N/c2oc(-c3ccccc3)cc2C#N)ccc1O,21%[11.4 µM],23,3[1.84 µM],-2%
CCN(CC)c1nc(OCCNC(=O)Nc2ccccc2)nc(N(CC)CC)n1,12%,33,4,-3%
COc1cccc(Cn2c(=O)c(-c3cccc(C#N)c3)nc3cnc(Nc4ccccc4)nc32)c1,-3%,.,.,1%
CCCCCCNCCn1cnc2c(N)ncnc21,.,?,4,5%
FC(F)(F)c1cccc(Nc2ncnc3ccccc23)c1,7%,?,?,1%
CCC1(CC)NC(=O)N(CC(=O)OCn2nnc3ccccc3c2=O)C1=O,-2%,54,10,7%
CCOc1ccc2nc(NC(=O)CSc3nc4ccccc4c(=O)n3Cc3ccco3)sc2c1,-13%,-22,-5,-1%
COCCNc1oc(-c2ccc(Cl)cc2)nc1C#N,-1%,25,-5,-5%
O=S(=O)(Nc1ccc(N=Nc2ccc(O)c3ccccc23)cc1)c1ccccc1,.,?,.,-10%
CCOC(=O)c1ccc(S(=O)(=O)N2CCN(C(=O)CSc3nc4ccccc4o3)CC2)cc1,.,8,19,3%
SMILES,15-hLO-2 inh,PNC inhibitor,IMPase cell inh,12-hLO inh
Cc1ccccc1NC1=CC(=O)CC(C)(C)C1,.,5,4,0%
CCCCCC(=O)N1CCN(c2ccc(C(C)=O)cc2F)CC1,.,37,4,0%
Cc1ccc(-c2ccc(C(=O)Nc3cccc(F)c3)o2)c2ccccc12,.,35,.,-4%
CC1(C)CC(=O)C(C=NCCN2CCN(C(=O)c3ccccc3)CC2)=C(O)C1,4%,-22,1,7%
Cc1cc(C(=O)N2CCN(c3ccccn3)CC2)no1,-7%,-10,-4,-5%
Cc1cc(C(=O)OCCN2C(=O)c3ccccc3C2=O)c2ccccc2n1,9%,11,5,-2%
O=C(NCCc1c[nH]c2ccccc12)c1cnc2n(c1=O)CCS2,.,?,-14,2%
O=c1[nH]c(CN2CCN(S(=O)(=O)c3ccc4c(c3)OCCO4)CC2)nc2sc3c(c12)CCCC3,.,22,-2,4%
CCc1ccc(OCC(=O)Nc2cccc3c2CCCC3)cc1,.,86,.,0%
CCn1c(SCC(=O)Nc2ccccc2)nnc1-c1ccc(S(=O)(=O)N2CCOCC2)cc1,8%,18,3,-5%
O=S(=O)(c1ccc(N2CCN(c3ccc(F)cc3)CC2)cc1)N1CCCC1,4%,16,1,-2%
COc1cccc(C(=O)NCC2CCN(c3ccc(S(=O)(=O)N4CCOCC4)cc3)CC2)c1,-7%,24,6,-1%
CCOc1ccc(C(=O)Nc2ccccc2N2CCCC2)cc1,-4%,9,18,-7%
O=C(COC(=O)c1cncc(Br)c1)NCC1CCCO1 (stereo not drawn),-5%,8,0,-4%
CCc1c(OC(C)=O)c2ccccc2n(C)c1=O,.,?,.,0%
CCCCn1c(-c2ccco2)n[nH]c1=S,.,-1,.,-6%
O=C(Cc1cccs1)NCc1ccc(F)cc1,5%[2.29 µM],9,-2,-8%

# Single records (already shown):
# Cc1cc(C(=O)OCCN2C(=O)c3ccccc3C2=O)c2ccccc2n1 is listed with 15-hLO-2 inh: 9%; PNC inhibitor: 11; IMPase cell inh: 5; 12-hLO inh: -2%
# O=S(=O)(c1ccc(N2CCN(c3ccc(F)cc3)CC2)cc1)N1CCCC1 is listed with 15-hLO-2 inh: 4%; PNC inhibitor: 16; IMPase cell inh: 1; 12-hLO inh: -2%
# CCc1ccc(OCC(=O)Nc2cccc3c2CCCC3)cc1 is listed with 15-hLO-2 inh: .; PNC inhibitor: 86; IMPase cell inh: .; 12-hLO inh: 0%
